RSV antiviral HEp-2 = RSV antiviral activity via CPE protection, HEp-2 cells, primary 10 µM value included (AID 2391); one-dose CPE inhibition, % at 10 µM; IC50 in µM for titrated hits; HEp-2 cells, RSV-induced CPE inhibition; higher % means a stronger effect; 0.13% of 310,000 active; in the data active means a potency from the dose series; inconclusive means CPE inhibition mostly from about 23% at the one dose, without a potency; inactive means the rest, 99 in 100 with CPE inhibition below about 21%; further: strong numbers were not always called active
SV40 large T antigen = SV40 large T antigen inhibitors, biochemical (AID 1903). inhibition, % at 20 µM; hits with a dose series show IC50 in µM. SV40 large T antigen ATPase/helicase inhibition assay; higher % means a stronger effect. 0.39% of 310,000 active; in the data active means a potency from the dose series; inconclusive means inhibition mostly from about 32% at the one dose, without a potency; inactive means the rest, 99 in 100 with inhibition below about 32%; further: strong numbers were not always called active
PhoP inhibition = inhibitors of PhoP regulon expression, primary screen, Salmonella Typhimurium, GFP reporter (AID 1863) | 0.16% of 300,000 active | inhibition, % at 50 µM, or IC50 in µM where a hit was titrated | S. Typhimurium PhoP-regulated promoter GFP reporter, 4 h; higher % means a stronger effect;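 active means inhibition over 29.93%, a cutoff 3 SD above the screen mean, later confirmed by dose response; inconclusive means inhibition over 29.93% but no dose response follow-up; inactive means inhibition at most 29.93% or unconfirmed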;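 further: 0% = low Mg2+ inducing control and 100% = high Mg2+ repressing control; strong numbers were not always called active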
K1F lysis inhibition = inhibition of K1F phage lysis, E. coli UTI89, bacterial capsule biogenesis inhibitors, alamar blue (AID 488966); 0.02% of 340,000 active; inhibition, % at 100 µM, or IC50 in µM where a hit was titrated; E. coli UTI89 K1F phage lysis, alamar blue, 2 h; higher % means a stronger effect;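 active means phage lysis inhibition, versus mean bacterial control, above a set limit; inconclusive means no clear call, values can overlap the other calls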;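 further: capsule biogenesis inhibitors block K1F phage lysis so surviving cells raise fluorescence; higher fluorescence means more inhibition of phage lysis; actives were called in the ten point dose series up to 300 µM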
Myeloid diff MLP = induction of myeloid progenitor differentiation, primary screen, cell-based, flow cytometry, MLPCN library. ER-HoxA9 myeloid progenitors, lysozyme-GFP differentiation. calls only at 10 µM. 1% of 360,000 active;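 active means normalized GFP-positive differentiation at or above the plate's own cutoff, the solvent-only control mean plus 3 SD; inconclusive means no clear call, values can overlap the other calls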;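 further: cells exposed to compound for four days before flow analysis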
MgcRacGAP inhibition = MgcRacGAP GTPase-activating activity inhibitors, confirmation, biochemical, ADP Hunter fluorescence; Rac GTPase-activating protein 1 (Homo sapiens); MgcRacGAP-stimulated Rac1 GTP hydrolysis, ADP Hunter fluorescence; higher % means a stronger effect; GST-tagged Rac1 F28L mutant substrate; inhibition, % at 30 µM; hits with a dose series show IC50 in µM; 0.6% of 340,000 active; AID 624330, 2012;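 active means first-screen hits whose inhibition reached a set limit at any dose in the follow-up dose series; inconclusive means inhibition above the set first-screen limit but never retested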;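 further: fluorescence reports GDP produced by GAP-driven GTP hydrolysis; strong numbers were not always called active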
NTR1 ag = agonists of NTR1, primary screen, imaging, U2OS cells, beta-arrestin-GFP, high content (AID 493036). Neurotensin receptor type 1 (Homo sapiens), P30989. NTR1-U2OS beta-arrestin-GFP spot imaging, agonist mode. activation, % at 20 µM. 0.17% of 330,000 active;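 active means activation at or above 40% of the spot to cytoplasm intensity ratio, with at least 20 cells analyzed; inconclusive means wells under 20 cells, flagged as cytotoxic or low count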;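 further: 0% = DMSO without peptide and 100% = 100 nM NTR1 peptide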
Target sequence (P30989 whole entry, looked up): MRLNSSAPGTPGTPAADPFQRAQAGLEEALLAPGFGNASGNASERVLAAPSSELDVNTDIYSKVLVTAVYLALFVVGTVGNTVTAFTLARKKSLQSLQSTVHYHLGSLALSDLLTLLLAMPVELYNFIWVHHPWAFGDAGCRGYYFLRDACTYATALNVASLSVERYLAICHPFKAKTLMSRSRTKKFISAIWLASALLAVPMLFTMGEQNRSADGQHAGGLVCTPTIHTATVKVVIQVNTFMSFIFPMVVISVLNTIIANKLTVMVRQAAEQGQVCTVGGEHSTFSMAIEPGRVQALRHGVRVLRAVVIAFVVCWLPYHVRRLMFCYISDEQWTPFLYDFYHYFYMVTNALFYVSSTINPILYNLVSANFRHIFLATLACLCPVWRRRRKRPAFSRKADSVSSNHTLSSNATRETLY
T cell modulator = modulators of CD8 T cell-vesicle binding, primary screen, mouse 2C CD8+ T cells, flow cytometry. 2C CD8+ T cell-vesicle binding; active compounds read low. calls only at 7 µM. 0.068% of 330,000 active. AID 2052, 2009;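 active means response, share of CD8 T cells binding vesicles, and their 90th percentile fluorescence all below set limits, cut at about 80% in these data, passing the limit was not always enough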
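Test system: purified 2C TCR transgenic mouse naive CD8+ T cells. Probe or stimulus: QL9-peptide-loaded Drosophila micro-vesicles bearing Ld, ICAM-1 and B7-1. Incubation: binding step 1.5 h, 37 °C, antibody labelling 20 min, ice. Measured by: flow cytometry of vesicle-bound cells.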
TNAP activation fold = human TNAP enzyme activators, primary screen, biochemical, luminescent, no phosphate acceptor, uHTS (AID 1001) | Alkaline phosphatase, tissue-nonspecific isozyme (Homo sapiens) | purified TNAP, luminescent activation assay, no phosphate acceptor; higher activation fold means a stronger effect | one-dose activation fold at 20 µM; EC50 in µM for titrated hits | 0.03% of 200,000 active; in the data active means activation fold from about 3, or a potency from the dose series; inactive means the rest, 99 in 100 with activation fold below about 1.6; further: many of its hits are not listed in these tables
T cell modulator vesicle-bound % = second read-out of T cell modulator, no call of its own (marks repeat the call); double positive events, %; measured here: CD8+ vesicle-bound cell fraction;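 binding gate set so that unloaded-vesicle control wells show 10% double positive cells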
NTR1 ag cell count 20 µM = also measured in NTR1 ag; calls as there; cell count; measured here: cell count, cytotoxicity flag
Myeloid diff MLP GFP+ MAC1+ % = also measured in Myeloid diff MLP; calls as there; GFP+ MAC1+ double positive, %; measured here: differentiation confirmed by MAC1 staining
* hit, by the source's call; i = inactive; ? = inconclusive; nt = not tested or not shown; [ ] = another dose, or the depositor's remark.

SMILES	RSV antiviral HEp-2	SV40 large T antigen	PhoP inhibition	K1F lysis inhibition	Myeloid diff MLP	Myeloid diff MLP GFP+ MAC1+ %	MgcRacGAP inhibition	NTR1 ag	NTR1 ag cell count 20 µM	T cell modulator	T cell modulator vesicle-bound %	TNAP activation fold
COc1cc(NC(=O)COc2ccc(Br)cc2)ccc1NC(=O)C(C)C	-0.7%	10%	-4%	-0.8%	i	0.1	0%	0.3	22	i	50	1.1
CC(=O)N1CCN(C(=O)c2ccc(S(=O)(=O)Nc3ccccc3F)cc2)CC1	1.1%	nt	nt	0.8%[50 µM]	i	0.6	3%	-1.6	55	i	38	nt
Cc1cc(C)nc(SC2CC(=O)N(c3ccc(Cl)cc3)C2=O)n1 (centres undefined)	1.9%	16%	8%	0.1%	i	0.5	5%	0.5	72	i	42	nt
COC(=O)C1=C(C(=O)OC)[C@@H]2N(C)c3ccc(OC)cc3[C@@]23C[C@@H](C(=O)OC)N(C(=O)CC(C)C)C3=N1	1.3%	26%	nt	0.7%	i	0.7	5%	4.5	55	i	18	nt
Cc1cc(C)cc(-n2nnc(C(=O)NCc3ccc(Cl)cc3)c2N)c1	0.4%	8%	8%	0.3%	i	1.0	12%	2.7	93	i	3	1.1
NC(=O)c1ccc(C2SCC(=O)N2CCc2ccccc2)cc1 (centres undefined)	0.9%	nt	nt	0.9%[50 µM]	i	0.9	2%	3.3	59	i	64	nt
O=C(COC(=O)Cc1ccc(Cl)c(Cl)c1)Nc1ccc2[nH]c(=O)[nH]c2c1	-0.2%	8%	-2%	0.9%[50 µM]	i	0.8	8%	0.3	64	i	31	nt
CCOC(=O)COc1ccc(N)cc1CC(NC(C)=O)(C(=O)OCC)C(=O)OCC	-0.7%	7%	9%	0.2%	i	0.6	5%	2.3	43	i	40	1.1
O=S(=O)(c1ccc(F)cc1)N1CCN(C(=S)NCCc2ccccc2)CC1	1.1%	6%	-2%	-0.6%[50 µM]	i	0.5	9%	0.5	64	i	6	nt
Cc1cccc(Nc2nc(NCCCN3CCOCC3)nc(N)c2[N+](=O)[O-])c1	4.8%	7%	-10%	0.0%	i	1.1	8%	2.6	55	i	29	1
COc1ccc(-n2c(=S)[nH]c3cc(C(=O)N4CCN(c5ccccc5)CC4)ccc3c2=O)c(OC)c1	2.6%	2%	5%	0.5%	i	2.1	2%	0.0	54	i	28	nt
CC(C)c1ccc(OC(=O)c2cccc(S(=O)(=O)N3CCN(C)CC3)c2)cc1	2.0%	33%	9%	0.0%	i	0.4	6%	1.5	51	i	11	nt
Cc1ccc(OC(=O)c2cc3ccccc3o2)cc1	0.3%	5%	0%	0.0%	i	0.7	5%	-0.8	55	i	22	1.1
O=C(CSc1nc2cc(Cl)c(Cl)cc2[nH]1)c1ccc2c(c1)OCO2	nt	6%	1%	0.8%	i	0.1	12%	5.5	41	i	40	nt
COC(=O)Cc1c(C)nc(SCc2ccccc2)[nH]c1=O	3.1%	9%	0%	0.0%	i	0.4	8%	-0.1	72	i	16	nt
Cc1nc(CCNC(=O)CC2C(=O)NCCN2Cc2ccc(F)cc2)sc1C (centres undefined)	0.0%	4%	-5%	1.6%	i	0.2	7%	1.9	50	i	43	1.1
O=C(NC1=NCCS1)c1cc(Cl)ccc1Cl	-0.1%	1%	7%	0.0%	i	0.9	8%	1.5	59	i	26	nt
COC(=O)c1nn(-c2nc(-c3cccc(OC)c3)cc(C(F)(F)F)n2)cc1[N+](=O)[O-]	2.5%	9%	-8%	0.3%	i	1.1	5%	1.0	67	i	52	1.1
Cc1ccccc1C(=O)Nc1cccc(NC(=O)c2cccnc2)c1	1.6%	7%	0%	0.1%	i	1.3	0%	-0.3	30	i	41	nt
O=C1C(SC(F)(F)C(F)F)=C(C(F)(F)F)OC2C3C=CC(C3)C12 (centres undefined)	4.9%	1%	-1%	0.3%	i	0.4	6%	-0.2	42	i	55	1.1
O=C(COc1ccccc1)Nc1ccc2c(c1)nc1n2CCSC1	5.3%	1%	14%	-0.2%	i	1.5	-2%	-0.9	79	i	33	1
CCc1ccc2[nH]c(=O)c(C(c3nnnn3CCOC)N3CCN(c4ccc(F)cc4)CC3)cc2c1 (centres undefined)	17%	16%	2%	0.2%	i	1.1	11%	-0.4	52	i	5	1
O=C(Nc1ccc(Br)cc1)/C(=C/c1cccc([N+](=O)[O-])c1)NC(=O)C1CCCCC1	2.0%	5%	-4%	0.1%	i	3.9	2%	0.9	46	i	6	1.1
CC1CCN(C(=O)CN(C)S(=O)(=O)c2cccc3nsnc23)CC1	1.0%	-4%	-9%	0.2%	i	1.1	2%	0.2	87	i	46	1
COc1ccccc1-n1c(SCC(=O)O)nnc1-c1ccc(S(=O)(=O)N2CCCCC2)cc1	1.5%	15%	-1%	7.1%	i	7.6	-3%	1.3	48	i	44	1
COc1ccc2[nH]c3c(c2c1)CCN1C(=O)C(CC(=O)NC(C)(C)C)C[C@H](C(=O)N2CCCCC2)[C@@]31C (some centres undefined)	nt	nt	nt	-0.2%	i	1.2	6%	0.4	65	nt	nt	nt
Cc1ccc(NC(CC(=O)c2ccccc2)C(=O)O)cc1Cl (centres undefined)	1.9%	4%	-12%	0.0%	i	0.2	8%	0.5	54	i	25	nt
CNC(=O)C1=C(C)Nc2nc3ccccc3n2C1c1cccc(OC)c1 (centres undefined)	1.4%	4%	5%	-1.6%	i	4.0	-9%	0.5	91	i	32	1.1
O=C(NNc1ccc([N+](=O)[O-])cc1)C12CC3CC(CC(C3)C1)C2	-0.6%	-9%	14%	10%	i	0.5	8%	0.8	56	i	14	1
O=c1oc2ccccc2n1CCCOc1ccccc1	2.6%	0%	0%	2.3%	i	3.2	-10%	0.7	88	i	23	1
O=C1CCCC(O)=C1C=NCc1ccccc1	-0.6%	3%	-2%	-0.7%	i	1.4	-5%	1.9	51	i	33	1.1
Cc1c(C(=O)N2CCOCC2)oc2ccc(S(=O)(=O)N3CCCC3)cc12	2.4%	3%	-4%	0.2%	i	0.3	8%	1.1	84	i	28	1
CCCCOC(=O)c1ccc(NC(=O)c2c(Cl)ccc(Cl)c2OC)cc1	0.2%	-16%	22%	4.0%	i	0.9	0%	nt	nt	i	31	1.1
O=C1C2CC=C(Cl)CC2C(=O)N1CCCCCCN1C(=O)C2CC=C(Cl)CC2C1=O (centres undefined)	?	24%	-1%	-0.2%	i	7.3	3%	-0.3	65	i	7	1.1
COc1cc(C(=O)NNC(=S)NCc2ccco2)cc(OC)c1OC	-0.3%	23%	0%	1.1%	i	1.4	7%	1.0	38	i	23	2.5
Cc1nnc(N2C(=O)c3ccc(Br)cc3C2=O)s1	1.7%	6%	-7%	-1.1%	i	1.1	1%	1.0	63	i	35	nt
CN(CC(=O)Nc1ccccc1Br)C(=O)CCSc1ccc(F)cc1	?	9%	0%	0.6%[50 µM]	i	0.8	3%	-0.1	65	i	55	nt
O=C(c1ccccc1)c1coc2c1C(=O)c1ccccc1C2=O	9.9%	9%	5%	0.3%	i	0.1	10%	-1.3	49	i	16	1
NS(=O)(=O)c1cnccc1Oc1cccc(Cl)c1	-0.3%	10%	nt	-0.5%	i	0.6	11%	1.3	51	i	30	nt
Cc1ccc(C2c3c(oc4ccc(Cl)cc4c3=O)C(=O)N2CCCN2CCOCC2)o1 (centres undefined)	1.1%	10%	6%	nt	nt	nt	nt	3.6	55	i	17	1

Compound profiles, from the list above.
O=C1CCCC(O)=C1C=NCc1ccccc1 reads RSV antiviral HEp-2 = -0.6%; SV40 large T antigen = 3%; PhoP inhibition = -2%; K1F lysis inhibition = -0.7%; Myeloid diff MLP = i; Myeloid diff MLP GFP+ MAC1+ % = 1.4; MgcRacGAP inhibition = -5%; NTR1 ag = 1.9; NTR1 ag cell count 20 µM = 51; T cell modulator = i; T cell modulator vesicle-bound % = 33; TNAP activation fold = 1.1
COC(=O)Cc1c(C)nc(SCc2ccccc2)[nH]c1=O reads RSV antiviral HEp-2 = 3.1%; SV40 large T antigen = 9%; PhoP inhibition = 0%; K1F lysis inhibition = 0.0%; Myeloid diff MLP = i; Myeloid diff MLP GFP+ MAC1+ % = 0.4; MgcRacGAP inhibition = 8%; NTR1 ag = -0.1; NTR1 ag cell count 20 µM = 72; T cell modulator = i; T cell modulator vesicle-bound % = 16; TNAP activation fold = nt

Later entries
SMILES	RSV antiviral HEp-2	SV40 large T antigen	PhoP inhibition	K1F lysis inhibition	Myeloid diff MLP	Myeloid diff MLP GFP+ MAC1+ %	MgcRacGAP inhibition	NTR1 ag	NTR1 ag cell count 20 µM	T cell modulator	T cell modulator vesicle-bound %	TNAP activation fold
CCc1ccccc1NC(=O)CN(C)C(=O)CSc1nnc(Nc2ccc(C)cc2)s1	4.9%	3%	-7%	0.8%[50 µM]	i	0.5	15%	1.6	90	i	51	1.1
O=C(COC(=O)c1cccnc1Cl)Nc1ccc(S(=O)(=O)N2CCOCC2)cc1	nt	nt	nt	-1.4%	i	0.6	5%	-2.0	69	i	18	nt
O=C(O)c1ccc(S(=O)(=O)N2CCOCC2)o1	0.4%	0%	-2%	-0.2%	i	8.0	-3%	-0.2	58	i	29	nt
COc1ccc(S(N)(=O)=O)cc1C(=O)NCC(C)(C)N1CCOCC1	-0.6%	9%	7%	0.5%	i	0.6	6%	-0.9	51	i	37	nt
CCC1CCCCN1CCNS(=O)(=O)c1ccc2c(c1)CCN2C(C)=O (centres undefined)	-0.2%	19%	6%	-1.0%	i	2.7	5%	-2.7	43	i	46	1
O=C(NCCN1CCOCC1)c1ccc(Cl)cc1[N+](=O)[O-]	2.3%	-2%	5%	-0.7%	i	1.1	5%	0.4	37	i	21	1
CN(CCOc1ccccc1)C(=O)C1CCN(C(=O)c2ccc(Cl)cc2)CC1	0.9%	13%	2%	-0.3%	i	0.8	-2%	0.2	46	i	30	nt
O=C(c1ccc([N+](=O)[O-])cc1)c1cc2ccc(O)cc2oc1=O	2.3%	2%	11%	0.0%	i	0.4	9%	0.6	80	i	24	nt
COc1cc(C)c(S(=O)(=O)NCc2cccs2)cc1C	3.4%	3%	6%	0.1%	i	0.3	6%	-0.1	61	i	47	1.1

High-throughput results from PubChem BioAssay.
